Compound activity: PubChem BioAssay, several laboratories
C1s block – complement C1s protease inhibitors, primary screen, biochemical, 10-compound mixtures | purified C1s, fluorogenic AMC substrate, pooled mixtures | mean inhibition % of two 10-compound mixtures (active compounds read high), % at 5 µM (by protocol) | 0.16% of 62,000 active | AID 538, 2006;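 active = inhibition above 20% in each of the two 10-compound mixture wells holding the compound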;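 also: 0% = enzyme wells lacking compound mixture and 100% = no-enzyme blank wells; some compounds called inactive have numbers as strong as hits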
ROCK2 blocker – inhibitors of human ROCK2 kinase, primary screen, biochemical, high-throughput, luminescence | Rho-associated protein kinase 2 (Homo sapiens), O75116 | purified ROCK2, Kinase-Glo ATP depletion luminescence | inhibition, % at 6 µM | 0.35% of 60,000 active | AID 604, 2007;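 active = inhibition above the screen-wide mean inhibition plus 3 SD, cut at about 18% in these data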;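 also: plate controls were DMSO wells for no effect and Y-27632 control wells after no-enzyme background subtraction for full effect; many of its hits are not listed in these tables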
Target sequence (O75116 whole entry, looked up): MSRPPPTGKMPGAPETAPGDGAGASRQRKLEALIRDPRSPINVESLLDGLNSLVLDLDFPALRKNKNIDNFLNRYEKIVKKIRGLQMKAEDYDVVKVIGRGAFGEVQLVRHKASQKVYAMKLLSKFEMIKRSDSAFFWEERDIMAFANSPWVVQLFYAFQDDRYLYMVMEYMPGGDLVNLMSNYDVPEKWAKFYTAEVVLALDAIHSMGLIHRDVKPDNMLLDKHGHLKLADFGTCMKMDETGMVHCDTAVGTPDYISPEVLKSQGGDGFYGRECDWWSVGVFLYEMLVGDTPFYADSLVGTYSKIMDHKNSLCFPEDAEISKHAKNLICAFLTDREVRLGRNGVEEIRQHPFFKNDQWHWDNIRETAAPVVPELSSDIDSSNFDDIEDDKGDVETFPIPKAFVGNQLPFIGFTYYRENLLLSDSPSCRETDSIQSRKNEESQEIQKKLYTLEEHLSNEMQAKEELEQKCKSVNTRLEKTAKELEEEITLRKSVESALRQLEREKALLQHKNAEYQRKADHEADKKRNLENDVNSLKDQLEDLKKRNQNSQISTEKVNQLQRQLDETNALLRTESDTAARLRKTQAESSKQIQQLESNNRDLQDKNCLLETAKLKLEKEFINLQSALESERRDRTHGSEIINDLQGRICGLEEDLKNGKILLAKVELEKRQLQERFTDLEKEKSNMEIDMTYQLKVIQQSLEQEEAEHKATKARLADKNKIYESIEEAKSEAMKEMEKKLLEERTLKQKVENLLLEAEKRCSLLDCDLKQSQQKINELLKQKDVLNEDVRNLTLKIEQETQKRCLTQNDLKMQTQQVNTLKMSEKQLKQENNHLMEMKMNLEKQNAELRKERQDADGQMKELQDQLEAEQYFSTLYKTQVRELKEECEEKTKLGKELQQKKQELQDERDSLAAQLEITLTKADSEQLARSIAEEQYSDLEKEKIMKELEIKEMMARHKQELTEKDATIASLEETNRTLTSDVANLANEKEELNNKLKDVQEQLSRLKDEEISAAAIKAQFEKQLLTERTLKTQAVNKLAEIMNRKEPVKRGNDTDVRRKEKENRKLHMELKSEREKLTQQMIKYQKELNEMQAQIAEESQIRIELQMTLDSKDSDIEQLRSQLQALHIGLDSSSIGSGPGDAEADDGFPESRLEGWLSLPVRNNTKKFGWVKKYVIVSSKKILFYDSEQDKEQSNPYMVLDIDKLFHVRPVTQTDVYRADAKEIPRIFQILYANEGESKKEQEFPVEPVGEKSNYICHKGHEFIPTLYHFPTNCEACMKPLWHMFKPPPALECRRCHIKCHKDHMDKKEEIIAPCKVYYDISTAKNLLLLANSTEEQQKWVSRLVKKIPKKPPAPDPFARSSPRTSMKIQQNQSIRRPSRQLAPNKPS
CatB mixtures – cathepsin B inhibitors from pooled compounds, primary screen, biochemical, compound mixtures, AMC fluorescence | inhibition, %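 (ten-compound pools at 5 µM per compound and 50 µM total)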 | Purified cathepsin B, AMC dipeptide fluorescence | P07858 | 0.06% of 62,000 active; in the data active = inhibition above about 22%, passing the limit was not always enough; inconclusive = no clear call, values can overlap the other calls;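 also: 0% = enzyme without compound and 100% = no enzyme blank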
PKA inh – inhibitors of human PKA kinase activity, primary screen, biochemical, ATP-depletion luminescence, Kemptide substrate | cAMP-dependent protein kinase catalytic subunit alpha (Homo sapiens), P17612 | PKA Kemptide phosphorylation, Kinase-Glo ATP luminescence | inhibition, % at 6 µM | 0.1% of 65,000 active;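 active = inhibition above the screen-wide mean inhibition plus 3 SD, cut at about 21% in these data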; also: many of its hits are not listed in these tables
Cathepsin G inh – human cathepsin G inhibitors, primary screen, biochemical, pooled compound mixtures, AMC fluorescence. purified enzyme, AMC-tetrapeptide fluorescence. 0.2% of 62,000 active. AID 581, 2007. inhibition, % at 5 µM (by protocol);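 active = inhibition above 20% in each of the two mixture wells holding the compound; inactive = inhibition of 20% or less in either well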;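 also: 0% = enzyme control without mixture and 100% = blank lacking enzyme; strong numbers were not always called active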
CatL inh – inhibitors of human cathepsin L, biochemical | Procathepsin L (Homo sapiens), P07711 | purified cathepsin L, fluorogenic substrate, fluorescence | inhibition, %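 (tested at 10 µM)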 | 0.17% of 58,000 active; in the data active = inhibition above about 45%;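 also: 0% = enzyme with no compound and 100% = no enzyme blank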
CatB block – human cathepsin B inhibitors, primary screen, biochemical, fluorogenic substrate | purified cathepsin B, fluorescence | inhibition, %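 (tested at 10 µM)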 | 0.1% of 63,000 active | AID 453, 2006; in the data active = inhibition above about 21%;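 also: 0% = enzyme with no compound and 100% = no enzyme blank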
Her2 expr inh – inhibitors of Her2 protein expression, primary screen, SKBR-3 cells, AlphaScreen, 66K library | Receptor tyrosine-protein kinase erbB-2 (Homo sapiens), P04626 | SKBR-3 HER2 protein level, 18-24 h; active compounds read low | HER2 level % of control, % at 10 µM | 0.69% of 65,000 active;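 active = HER2 level under 5% of the carrier-only control; inconclusive = no clear call, values can overlap the other calls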;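 also: 100% = DMSO carrier and 0% = 500 nM PU-H71 HSP90 inhibitor; lower value means stronger loss of Her2 protein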
CatS inh – inhibitors of human cathepsin S, biochemical, compound mixtures; P25774; recombinant cathepsin S, AMC dipeptide fluorescence, pooled mixtures; inhibition, %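 (tested at 5 µM per compound within 10-compound mixtures)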; 0.06% of 62,000 active; in the data active = inhibition above about 32%, passing the limit was not always enough; inconclusive = no clear call, values can overlap the other calls;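 also: 0% = enzyme without compound and 100% = blank without enzyme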
Active calls of the source: *; ? = inconclusive; nt = no result given; & = joins results of further samples. The list is partial; count on the stated rates, not on these rows.

item | compound | C1s block | ROCK2 blocker | CatB mixtures | PKA inh | Cathepsin G inh | CatL inh | CatB block | Her2 expr inh | CatS inh
1 | CC1=C(C(=O)OC2CCCCC2)C(c2ccco2)n2ncnc2N1 (stereo not given) | 18 | 1 | 5 | 8 | 12 | -5 | 5 | 75 | 2
2 | O=C(O)CCN1C(=O)NC2(CCCC2)C1=O | -6 | 2 | 1 | 16 | 1 | nt | -4 | 102 | -4
3 | Cc1cc(C)c2cc(C#N)c(NCCCNC(=O)CCC(=O)O)nc2c1 | -15 | -4 | -3 | -3 | 1 | -5 | -2 | 71 | 8
4 | Cc1c(C#N)c2ccccc2n1CC(=O)N1CCc2ccccc2C1 | -42 | 1 | 5 | 0 | -5 | 14 | 6 | 92 | 9
5 | CCn1c(N)c(C(=O)NCCCOC)sc1=S | -25 | 1 | 5 | 0 | 1 | 15 | -2 | 90 | 3
6 | COc1ccc(S(=O)(=O)N(C)CC(=O)NC2CC2)cc1 | -82 | 1 | -4 | 2 | 2 | -1 | 1 | 92 | -7
7 | COc1ccc(-c2nc3ccccc3c(=O)n2CCN2CCOCC2)cc1 | 8 | 4 | 1 | 8 | 7 | -4 | 2 | nt | -8
8 | Cc1ccc(SC/C(O)=C(\C#N)c2nc3ccccc3n2C)cc1 | 3 | -3 | -3 | 4 | 10 | nt | 1 | 111 | 4
9 | c1ccc2[nH]c(-c3cscn3)nc2c1 | 9 | -1 | 0 | -5 | -1 | 9 | nt | 83&95 | 3
10 | c1ccc(Cn2ccnc2SCc2nnc(-c3ccccc3)o2)cc1 | 3 | 8 | 2 | 16 | 9 | 1 | 5 | 92 | 2
11 | COc1ccc(C(=O)OC(C)CN2CCOCC2)cc1OC (stereo not given) | -17 | -6 | 2 | 1 | -13 | -6 | 2 | 78 | -2
12 | COCCNC(=O)CN(CC1CCCO1)C(=O)CCC(=O)Nc1ccccn1 (stereo not given) | -57 | 3 | -2 | 3 | -17 | 0 | -1 | 98 | -4
13 | N#Cc1cc2sc3nc4ccccc4n3c2cc1C#N | -17 | 4 | 7 | -1 | -2 | -4 | 0 | 103 | 17
14 | COc1ccc(N2CSC3=C(C#N)C(c4ccc(OC)c(OC)c4)CC(=O)N3C2)c(OC)c1 (stereo not given) | -80 | -3 | -10 | -1 | -31 | 1 | 10 | 83 | -12
15 | COc1ccccc1Nc1nc2c(s1)CCC2 | 1 | 4 | 6 | 3 | -1 | 18 | 1 | 83 | 9
16 | CC1(C)CC(NC(=O)c2ccccc2Cl)CC(C)(C)N1 | 1 | 3 | 1 | 7 | -2 | -3 | 3 | 114 | -1
17 | O=C(c1ccc(=O)oc1)N1CCN(C(c2ccccc2)c2ccccc2)CC1 | nt | -5 | nt | 3 | nt | 13 | 1 | 106 | nt
18 | O=C1c2ccccc2C(O)N1CCN1CCOCC1 (stereo not given) | 4 | 4 | 6 | 7 | -2 | 9 | 11 | 94 | 9
19 | N#CC1=C(C=Nc2ccccc2O)CCC1 | nt | 10 | nt | 6 | nt | 2 | -1 | 76 | nt
20 | CCN(CC)C(=O)C1CCCN(c2ncnc3c2cnn3-c2cccc(C)c2)C1 (stereo not given) | 4 | 0 | -2 | -3 | 6 | 1 | -1 | 62 | 0
21 | COC(=O)c1ccccc1NC(=O)CN1CCC(NC(=O)c2ccc(C)cc2)CC1 | 2 | 3 | 3 | -1 | 13 | 8 | 1 | 94 | 2
22 | Cn1c(=O)oc2cc(S(=O)(=O)Nc3ccc(Cl)cc3F)ccc21 | 0 | 5 | 6 | 4 | -1 | 8 | 1 | 92 | 3
23 | Cc1cccc2cc(COC(=O)c3ccccn3)c(=O)[nH]c12 | 4 | 2 | 9 | -5 | 5 | -3 | -1 | 79 | 20
24 | CCOc1ccc(/C=c2\sc3nc(-c4ccco4)nn3c2=O)cc1OCC | 1 | 5 | 4 | 6 | 6 | -4 | 1 | 69 | -9
25 | COc1cc(CC(=O)NCc2ccc3c(c2)OCO3)cc(OC)c1OC | 4 | 2 | -1 | 7 | 0 | 4 | 2 | 81 | 0
26 | CCCN1Cc2cccc(C(=O)NCCCOC(C)C)c2C1=O | 3 | 4 | 1 | 4 | 8 | 9 | 2 | 99 | 13
27 | COC(=O)C1=C(C)NC(C)=C(C(=O)OC)C1C1CC=CCC1 (stereo not given) | -1 | nt | 4 | nt | -1 | 1 | 4 | 116 | -6
28 | Cc1cc(C)c(C(=O)CN2C(=O)CCC2=O)cc1C | -18 | -3 | -3 | 1 | 0 | 5 | 1 | 94 | -4
29 | CN(C)c1cccc(C(=O)OCC(=O)NCC2CCCO2)c1 (stereo not given) | -3 | -3 | 4 | 4 | -6 | 13 | 1 | 104 | -2
30 | CCC(C)(C(=O)NC1CCCC1)N(C(=O)c1ccccn1)c1ccccc1 (stereo not given) | -22 | 4 | 7 | 8 | 2 | 28 | -1 | 116 | 7

New compounds follow
item | compound | C1s block | ROCK2 blocker | CatB mixtures | PKA inh | Cathepsin G inh | CatL inh | CatB block | Her2 expr inh | CatS inh
31 | Nc1ccccc1OCCOCCOCCOc1ccccc1N | 3 | 3 | -3 | 4 | 11 | 8 | 3 | 84 | 11
32 | CN1CCN(C2=C(Cl)C(=O)N(C3CCCCC3)C2=O)CC1 | -7 | 2 | -2 | 2 | 9 | nt | -1 | 92 | -5
33 | Cc1cc(S(=O)(=O)N2CCN(c3ncccn3)CC2)ccc1-n1cnnn1 | -6 | nt | 3 | 4 | -5 | 13 | 6 | 72 | 3
34 | C=CCn1c(COc2ccccc2F)nnc1SCC(=O)N1CC(=O)Nc2ccccc21 | -16 | 5 | 0 | -1 | -11 | 3 | -1 | 81 | ?
35 | CCOc1ccc(/C(O)=C2/C(=O)C(=O)N(CCOCCO)C2c2ccccc2)cc1 (stereo not given) | 2 | 0 | -6 | 3 | 10 | -13 | 3 | 116 | 2
36 | CC(NC(=O)Nc1ccc2c(c1)OCO2)C1CCCO1 (stereo not given) | 3 | 5 | 3 | 7 | 5 | nt | 8 | 68 | 0
37 | Cc1ccc(C(=O)CSc2nnc(CNc3ccc(C)cc3C)o2)cc1 | 3 | -6 | 4 | 0 | -4 | 0 | 4 | 85 | 2
38 | Cc1nc2cc(NC(=O)N(C)c3ccc4ccccc4c3)ccc2o1 | 14 | 3 | 4 | -2 | 15 | 14 | 1 | 108 | 6
39 | Cc1ccc(Cl)cc1N1CCN(S(=O)(=O)c2ccc3c(c2)OCCO3)CC1 | 2 | 3 | 1 | 1 | 2 | nt | -2 | 121 | 11
40 | Cc1cc(C)nc(Nc2n[nH]c(Cc3ccccc3)n2)n1 | -16 | -1 | 4 | 1 | -14 | -3 | -1 | 105 | 12
41 | COCCN1C=C(C(=O)OC)C(c2ccc3c(c2)OCO3)C(C(=O)OC)=C1 | -20 | 0 | 4 | 0 | 0 | -12 | -3 | 80 | -4
42 | COC(=O)C1(C)NC(c2ccco2)C2C(=O)N(c3ccc(C)cc3)C(=O)C21 (stereo not given) | 5 | 0 | 7 | 1 | 0 | -1 | 1 | 89 | -3
43 | CCOC(=O)C(C(=O)OCC)C1N=C(N)N=C2Oc3ccccc3N21 (stereo not given) | 7 | 7 | 2 | 8 | 10 | -3 | 4 | 114 | -4
44 | Cc1c(NC(=O)Cn2cnc3c(=O)n(C)c(=O)n(C)c32)cccc1-c1nc2ccccc2o1 | 4 | 6 | 2 | 5 | 10 | -2 | 4 | 55 | -2
45 | CCn1c2ccccc2c2cc(CN3CCN(C(=O)c4ccco4)CC3)ccc21 | -13 | 7 | 0 | 9 | -11 | -2 | 4 | 72 | 0
46 | N=C1C(c2nc3ccccc3s2)=C(O)CN1Cc1ccco1 | 13 | 0 | 3 | 1 | 12 | 0 | 2 | 66 | 7
47 | Cc1cccc(N(C(=O)Cn2nnc3ccccc32)C(C(=O)NCc2ccco2)c2ccncc2)c1 (stereo not given) | 13 | -1 | 6 | 1 | 12 | 1 | 2 | 103 | 0
48 | CCOC(=O)CCc1c(C)nc2cc(-c3ccc(Cl)cc3)[nH]n2c1=O | 2 | 1 | 7 | -1 | 1 | 5 | -3 | 112 | 23
49 | O=C(CSc1nnc(-c2cnccn2)n1Cc1ccco1)c1ccc(Cl)c(Cl)c1 | 16 | 1 | 4 | 6 | 12 | -2 | -1 | 84 | 2
50 | COc1ccc(-n2c(SC3CCOC3=O)nc3ccccc3c2=O)cc1OC (stereo not given) | 8 | -5 | 8 | -4 | 8 | -4 | 0 | 117 | 1
51 | CCCc1ccc(C(C)NC(=O)c2cnccn2)cc1 (stereo not given) | -10 | 1 | 4 | 4 | -6 | -3 | -2 | 98 | -47
52 | CC(C)C(=O)N(Cc1cc(=O)[nH]c2ccccc12)c1ccccc1 | 2 | 6 | 3 | 8 | -1 | 9 | -1 | 115 | 7
53 | COC(=O)C1=C(C)OC(N)=C(C#N)C1c1ccc(OC)c(OC)c1OC (stereo not given) | nt | -14 | nt | -1 | nt | 1 | -2 | 122 | nt
54 | COCCN(C(=O)CN1CCc2ccccc2C1)c1c(N)n(Cc2ccccc2)c(=O)[nH]c1=O | 14 | 3 | 4 | 7 | 8 | 8 | 6 | 94 | -7
55 | CCc1cc2c(=O)c(-c3nc4ccccc4n3C)c(COCC(=O)O)oc2cc1O | -18 | 5 | 0 | 8 | 1 | -19 | 7 | 79 | -2
56 | COc1cccc(C(=O)CN2CCN(S(=O)(=O)c3ccc(Br)cc3)CC2)c1 | 1 | 0 | 9 | 1 | 3 | 15 | 2 | 114 | 23
57 | O=C(CCn1c(=O)oc2ccccc21)NCCN1CCc2ccccc2C1 | -9 | -7 | 7 | -7 | 4 | 6 | -4 | 87 | 13
58 | Cn1c(SCc2ccccc2Cl)nnc1-c1cnccn1 | -24 | nt | -3 | 5 | 8 | nt | 5 | 84 | 12
59 | O=C(CCSc1nnc2ccccn12)Nc1ccc(F)cc1 | -51 | 5 | -1 | 9 | 1 | 11 | 1 | 88 | -11
60 | COC(=O)c1[nH]c2cc(OC)ccc2c1NC(=O)CN1CCC(C(N)=O)CC1 | nt | 0 | nt | -5 | nt | 20 | 0 | 115 | nt

Further results
item | compound | C1s block | ROCK2 blocker | CatB mixtures | PKA inh | Cathepsin G inh | CatL inh | CatB block | Her2 expr inh | CatS inh
61 | Cc1cccc(-n2nnc(C(=O)NCc3ccccn3)c2N)c1 | -17 | 6 | 2 | 8 | 5 | 2 | -1 | 116 | -1
62 | O=C(COc1ccccc1)OCc1cc2ccccc2[nH]c1=O | 2 | 0 | 5 | -1 | 0 | -16 | -6 | 105 | -3
63 | O=S(=O)(NCCc1csc(-c2ccccc2)n1)c1ccc2c(c1)OCCO2 | 18 | 2 | 5 | 5 | 11 | 2 | 4 | 114 | -6
64 | CC1(C)N=C(/C=N/O)CN1O | 17 | 0 | 4 | 5 | 12 | -6 | 0 | 57 | 0
65 | CCCCNC(=O)CCCCCn1c(=O)[nH]c2cc(OC)c(OC)cc2c1=O | -4 | nt | 2 | 1 | -2 | -4 | -3 | 178 | -6
66 | O=C(NC1=NCCS1)c1cccc(NC(=O)c2ccco2)c1 | 13 | 3 | 1 | 5 | 8 | 4 | 5 | 100 | 8
67 | Cc1cccc(N(C(=O)CCC(=O)Nc2cc(C)on2)C(C(=O)NC2CCCC2)c2ccncc2)c1 (stereo not given) | 7 | 2 | -2 | 6 | 9 | -3 | 6 | 100 | 7
